# CHT allo act – human CHT allosteric activation. Q9GZV3. CHT-expressing cells, membrane potential dye, choline EC20; active compounds read high; LV-AA mutant CHT in HEK293 cells. B-score at 10 µM. actives 0.49% (n = 310,000);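 active means initial fluorescence not abnormally high and integrated response B-score, plate-corrected, over 3 SD above library mean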
# Target sequence (Q9GZV3 whole entry, looked up): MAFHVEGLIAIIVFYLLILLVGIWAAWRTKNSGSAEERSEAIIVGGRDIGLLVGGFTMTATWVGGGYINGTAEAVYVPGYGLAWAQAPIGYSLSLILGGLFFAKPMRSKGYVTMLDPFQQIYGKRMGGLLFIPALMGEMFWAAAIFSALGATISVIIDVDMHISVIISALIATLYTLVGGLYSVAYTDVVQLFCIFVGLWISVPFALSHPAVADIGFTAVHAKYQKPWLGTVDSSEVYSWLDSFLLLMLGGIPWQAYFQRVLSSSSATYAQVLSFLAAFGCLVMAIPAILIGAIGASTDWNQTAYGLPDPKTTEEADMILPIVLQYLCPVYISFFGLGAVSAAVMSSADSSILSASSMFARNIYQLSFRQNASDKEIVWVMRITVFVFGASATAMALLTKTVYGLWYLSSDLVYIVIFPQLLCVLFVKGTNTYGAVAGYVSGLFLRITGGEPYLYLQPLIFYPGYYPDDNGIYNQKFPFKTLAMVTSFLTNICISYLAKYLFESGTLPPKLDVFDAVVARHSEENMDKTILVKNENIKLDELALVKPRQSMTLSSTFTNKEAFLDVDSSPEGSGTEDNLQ
# CHT inh – inhibits the human high affinity choline transporter. actives 0.86% (n = 310,000). Q9GZV3. CHT-expressing cells, membrane potential dye, choline response; active compounds read low. B-score at 10 µM. AID 488975;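 active means B-score over 3 SD under the library average, and starting fluorescence ratio not unusually high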;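 further: choline stimulus applied at its EC90 after an EC20 pre-addition; B-score computed on integrated fluorescence ratio after choline addition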
# Numbers without * were called inactive; i = inactive.
# The opening 3 entries, to show the layout:
SMILES,CHT allo act,CHT inh
Nc1n[nH]c(C2CC2)c1N=Nc1ccc(Cl)cc1,i,i
CCOC(=O)CNC(=O)CNC(=O)c1nn(-c2ccc(OC)c(Cl)c2)c(=O)c2ccccc12,i,i
Cc1cccc(C)c1OCC(=O)NCC1CCCO1 (stereo unspecified),i,i

# The listing (from the top)
SMILES,CHT allo act,CHT inh
Nc1n[nH]c(C2CC2)c1N=Nc1ccc(Cl)cc1,i,i
CCOC(=O)CNC(=O)CNC(=O)c1nn(-c2ccc(OC)c(Cl)c2)c(=O)c2ccccc12,i,i
Cc1cccc(C)c1OCC(=O)NCC1CCCO1 (stereo unspecified),i,i
O=C(c1ccco1)N1CCN(CCOc2ccccc2)CC1,i,i
Cc1cccc(N2CCN(C(=O)c3ccoc3C)CC2)c1C,i,i
COCCCNC(=O)CN(CCc1ccccc1)S(=O)(=O)c1ccc(OC)cc1,i,i
O=C(NCCCN1CCOCC1)c1ccc(CSc2ccc(Cl)cc2)cc1,i,i
CCCCOC(=O)C1=C(C)Nc2nnnn2C1c1ccc(OC)c(OC)c1OC (stereo unspecified),i,i
CCC(C)(C)NC(=O)CN(C(=O)CNS(=O)(=O)c1ccccc1)c1ccccc1,i,i
COc1ccc(C2C(C(=O)N3CCN(C)CC3)c3ccccc3C(=O)N2C2CCCCC2)cc1 (stereo unspecified),i,i
O=C1CSC(c2cccc([N+](=O)[O-])c2)N1CCN1CCCCC1 (stereo unspecified),i,i
Cc1nn(-c2ccccc2)c(N)c1Sc1cccc([N+](=O)[O-])c1,i,i
CC1=C(C(=O)Nc2ccc(C)cc2)C(c2ccco2)NC(=O)N1 (stereo unspecified),i,i
O=C(NC1CCCCCCC1)c1ccccc1-c1ccccc1,i,i
Cc1cccc(NC(=O)COc2ccc(/C=N\n3cnnc3)cc2)c1,i,i
CCc1nnc(NS(=O)(=O)c2ccc(N/C=C\C(=O)c3ccc(F)cc3)cc2)s1,i,i
COc1ccc(C2NC(c3ccc(OC)cc3)C([N+](=O)[O-])C(C)(C)C2[N+](=O)[O-])cc1 (stereo unspecified),i,i
CCCC(=O)NC(=S)Nc1sc2c(c1C(N)=O)CCC2,i,i
O=[N+]([O-])c1ccc(COc2ccccc2/C=N/O)cc1,i,i
Cc1ccc(NC(=S)Nc2cccc3cnccc23)c(C)c1,i,i

# A second format for part of the listing above.
molecule	CHT allo act	CHT inh
O=C(NC1CCCCCCC1)c1ccccc1-c1ccccc1	i	i
O=[N+]([O-])c1ccc(COc2ccccc2/C=N/O)cc1	i	i
O=C1CSC(c2cccc([N+](=O)[O-])c2)N1CCN1CCCCC1 (stereo unspecified)	i	i
Cc1nn(-c2ccccc2)c(N)c1Sc1cccc([N+](=O)[O-])c1	i	i
CCCC(=O)NC(=S)Nc1sc2c(c1C(N)=O)CCC2	i	i
CC1=C(C(=O)Nc2ccc(C)cc2)C(c2ccco2)NC(=O)N1 (stereo unspecified)	i	i

# Other entries
SMILES,CHT allo act,CHT inh
O=C(NCCN1CCOCC1)c1ccc(CSCc2cccc(Cl)c2)o1,i,i
CN(C)c1ccc(C(=O)N2CCN(c3cc(C(F)(F)F)nc4ccccc34)CC2)cc1,i,i
COc1cccc(OC)c1OCCCCN1CCC(Cc2ccccc2)CC1,i,i
COCC(C)N=C1SCCN1Cc1ccccc1 (stereo unspecified),i,i
O=S(=O)(NCC1(N2CCOCC2)CCCCC1)c1ccc(F)cc1,i,i
CN(Cc1ccccc1)C(NC(=O)c1ccco1)C(Cl)(Cl)Cl (stereo unspecified),i,i
CCc1ccccc1N1CSC2=C(C#N)C(c3ccccc3F)CC(=O)N2C1 (stereo unspecified),i,i
CCCSc1nnc(CSc2nc(C)cc(C)n2)n1C,i,i
CCN1C(=O)c2ccc(C(=O)Nc3ncc(C)s3)cc2C1=O,i,i
CC1(C)CC(=O)N(CC(=O)O)c2ccccc2S1(=O)=O,i,i
O=C(CN1C(=O)NC(c2ccccc2)(c2ccccc2)C1=O)Nc1ccc2[nH]c(=O)[nH]c2c1,i,i
O=[N+]([O-])c1cccc(NC(=S)N2CCCC2)c1,i,i
Cc1ccc(C(Sc2ccccc2)C(Cn2cncn2)C(=O)c2ccccc2)cc1 (stereo unspecified),i,i
O=C(Nc1cccc(C(F)(F)F)c1)c1cc(-c2ccc(F)cc2)on1,i,i
CCOc1ccc(NC(=O)c2nccnc2CO)cc1,i,i
CC(=O)NS(=O)(=O)c1ccc2c(c1)C(=O)c1cc(S(=O)(=O)NC(C)=O)ccc1-2,i,i
O=C(NCCCN1CCN(Cc2ccccc2)CC1)C1CCN(S(=O)(=O)N2CCCC2)CC1,i,i
CCCN1C(=O)c2cc(C(=O)NCc3ccc(OC)cc3)ccc2C1O (stereo unspecified),i,i
Cc1cccc(NS(=O)(=O)c2c(C)[nH]c(C)c2C(=O)N2CCCC2)c1,i,i
O=c1c2ccccc2nnn1CSc1ccc2c(c1)OCCO2,i,i
Cc1ccc(NC(=O)Cn2sc3nc(C)cc(C)c3c2=O)c(Cl)c1,i,i
COc1ccccc1NC(=O)NCCc1c[nH]c2ccccc12,i,i
O=C(C[n+]1cccc(CNC(=O)c2ccc(OC(F)F)cc2)c1)Nc1ccc(F)cc1,i,i
CCN1C(=O)[C@H]2[C@@H](c3ccc(-c4cc(C(C)=O)cs4)cc3)N3CCC[C@@]3(C(=O)OC)[C@H]2C1=O,i,i
COC(=O)NCc1cc2cc(Cl)ccc2[nH]1,i,i
COc1cc(C)nc(NS(=O)(=O)c2ccccc2)n1,i,i
CCC(C)NC(=O)CN(c1ccc(OC)cc1)S(=O)(=O)c1ccc(NC(C)=O)cc1 (stereo unspecified),i,i
COc1ccc(Cn2c(-c3ccc(OC)cc3)nc3c(c(=O)c4ccccc4n3C)c2=O)cc1,i,i
COc1cc(/C=N/NC(=O)/C(=C\c2ccc([N+](=O)[O-])cc2)NC(=O)c2ccccc2)cc(OC)c1O,i,i
c1ccc2c(c1)ncn2CCC1CCCCC1,i,i
COc1ccc(CC(=O)NC(C)c2ccc3ccccc3c2)cc1 (stereo unspecified),i,i
CC(=O)c1c(C)nc(-c2ccc3c(c2)OCO3)n1O,i,i
Cc1ccc(C)c(N2CCN(S(=O)(=O)c3ccc(-c4ccc(=O)[nH]n4)o3)CC2)c1,i,i
COc1ccc(CN(C)CC(=O)Nc2cccc3ccccc23)cc1F,i,i
Cc1c(Cc2ccccc2)c(=O)oc2c(CN(C)C)c(O)c(Cl)cc12,i,i
Cc1cccc2c(=O)cc(C)n(CC(=O)N3CCCCC3)c12,7.6*,i
Cc1ccc(N(CC(O)CN2C(=O)NC(C)(C)C2=O)S(=O)(=O)c2ccc(C)cc2)cc1 (stereo unspecified),i,i
CC(OC(=O)c1cccc(S(=O)(=O)N2CCCCCC2)c1)C(=O)Nc1ccc(S(N)(=O)=O)cc1 (stereo unspecified),i,i
O=[N+]([O-])c1ccc(-c2nnc(-c3ccccc3)c(NCCCO)n2)cc1,i,i
C/C(=N\NC(=O)c1cccnc1)c1ccc(OC2OCCOC2Oc2ccc(/C(C)=N/NC(=O)c3cccnc3)cc2)cc1 (stereo unspecified),i,i
COc1cccc(C2=NOC(C(=O)NCc3ccc(F)cc3)C2)c1 (stereo unspecified),i,-5.1*
COc1ccc(-c2sc3ccccc3c2C#CCCO)cc1,i,i
O=C1CS/C(=N\c2ccccn2)N1C1CCCCC1,i,i
CCc1c(C)nc(SCC(=O)NNC(=O)c2ccco2)[nH]c1=O,i,i
CC(C)NC(=O)c1ccc(CN2CCC(Cc3ccccc3)CC2)cc1,i,i
CCOCCCNC(=O)c1cc2c(=O)[nH]c3ccccc3c2s1,i,i
CN1C2CCC1/C(=C\c1ccccc1F)C(=O)/C2=C/c1ccccc1F,i,i
COc1ccc(OC)c(NC(=S)N(CCc2c(C)[nH]c3ccc(C)cc23)Cc2cccs2)c1,i,i
O=C(CCSCCc1ccccn1)Nc1nccs1,i,i
O=C(/C=C/c1ccc(Cl)cc1Cl)n1cccn1,i,i
# Additional compounds
SMILES,CHT allo act,CHT inh
Nc1[nH]nc2ncc3cc4ccccc4nc3c12,i,i
CCOC(=O)c1ccc(-c2csc(NC(=O)CN3CCC(C)CC3)n2)cc1,i,i
O=C(C(Cl)Cl)N1CCN(c2ccccn2)CC1,i,i
COc1ccc(C(=O)Nc2c(Cl)cc(Cl)cc2C(=O)N2CCC(C)CC2)cc1,i,i
Cc1csc(NC(=O)c2ccoc2C)n1,i,i
CC(=O)c1ccc(N(C(=O)Cc2c[nH]c3ccccc23)C(C(=O)NC2CCCCC2)c2cccs2)cc1 (stereo unspecified),i,i
COc1cccc(-n2c(=O)c3c(C)c(C(=O)N(C)C)sc3n(CC(=O)NCC3CCCO3)c2=O)c1 (stereo unspecified),i,i
C=CCNC(=S)N1CCN(C2CCCCC2)CC1,i,i
Cc1cc(C)c(OCCOCCN(C)C)c(Br)c1,i,i
CCC/C(O)=C1\C(=O)CC(c2ccccc2)CC1=NC (stereo unspecified),i,i
C/C(=N\NC(=O)COc1ccccc1[N+](=O)[O-])c1cccc(NC(=O)c2ccncc2)c1,i,i
Cc1ccc2cc(S(=O)(=O)NCCCN3CCOCC3)ccc2c1,i,i
CCCn1nnnc1SCC(=O)Nc1cccc(NC(=O)c2ccco2)c1,i,i
CC(CNC(=O)CN1C(=O)COc2ccc(S(=O)(=O)N3CCCCC3)cc21)c1ccccc1 (stereo unspecified),i,i
CC(C)n1c(SCc2ccc(Cl)cc2)nc2c1c(=O)[nH]c(=O)n2C,i,i
CSc1ccccc1NC(=O)CSc1nncs1,i,i
Cc1ccc(C=Nc2ccccc2C(N)=O)cc1,i,i
O=C(CNc1cccc(C(F)(F)F)c1)N/N=C/c1ccccc1C(=O)O,i,i
C/C(=N\NC(=O)C(=O)Nc1cc(Cl)ccc1Cl)c1ccncc1,i,i
Cc1csc(SCC(=O)Nc2cccc(S(=O)(=O)N3CCCC3)c2)n1,i,i
Cc1cc(=O)[nH]c(SCC(=O)N2CCCc3ccccc32)n1,i,i
c1ccc(N2CCN(c3nc4cc5c(cc4s3)OCO5)CC2)cc1,i,i
CN1CCN(c2ncc(CN3C(=O)c4ccccc4C3=O)s2)CC1,i,-5.3*
S=C1NCN(C2CCCCC2)CN1Cc1ccccc1,i,i
COc1ccc(-c2nc(CS(=O)CC(=O)N3CCN(C)CC3)c(C)o2)cc1OC (stereo unspecified),i,i
Cc1ccc(-n2c(=O)cc(N3CCN(C(=O)c4ccco4)CC3)[nH]c2=O)cc1,i,i
Cc1[nH]c(=O)nc2c1CCC2,i,i
CCOC(=O)C(=CNc1cccc(N)n1)C(=O)OCC,i,i
O=C(CCS(=O)(=O)Cc1ccccc1F)N1CCc2ccccc2C1,i,i
CSc1ccc(S(=O)(=O)N(CC(=O)NCc2ccccn2)c2ccc(C)cc2)cc1,i,i
Cc1ccsc1C(=O)OCC(=O)Nc1c(C)n(C)n(-c2ccccc2)c1=O,i,i
COC(=O)c1c(-c2ccccc2)csc1NC(=O)c1ccco1,i,i
Cc1ccccc1OCCn1c(=O)oc2ccccc21,i,i
CCCN(CCC)C(=O)CCS(=O)(=O)c1cccc2nsnc12,i,i
Cc1cccc(OCC(=O)Nc2ncn[nH]2)c1C,i,i
Cc1cccc(C)c1OCCNC(=O)c1ccc2ccccc2n1,i,i
COC(=O)Cc1c(C)nc2nc(-c3ccc(C)cc3)[nH]n2c1=O,i,i
N#Cc1cnn(Cc2ccccc2)c1/N=C/N1CCOCC1,i,i
Cc1ccc(S(=O)(=O)/N=C(/Nc2cccc(O)c2)c2ccccc2)cc1,i,i
COc1ccc(OC)c(C2/C(=C(/O)c3ccccc3)C(=O)C(=O)N2Cc2ccco2)c1 (stereo unspecified),i,i

# Compound profiles (already shown):
# COC(=O)c1c(-c2ccccc2)csc1NC(=O)c1ccco1 across the screens: CHT allo act: i; CHT inh: i
# Cc1ccccc1OCCn1c(=O)oc2ccccc21 across the screens: CHT allo act: i; CHT inh: i

# (continued)
SMILES,CHT allo act,CHT inh
Cc1cc(C)nc(N2CCC(CNC(=O)CCc3ccccc3)CC2)n1,i,i
COc1ccc(-n2nc3c(c2NC(=O)CCCCl)CSC3)cc1,i,i
COc1ccccc1OCc1nnc(SCC(=O)Nc2ccc(N3CCOCC3)cc2)n1C,i,i
CN1CCCN(C(=O)c2cc3c(s2)CCCC3)CC1,i,i
O=C(N/N=C/c1ccc(O)cc1O)c1ccncc1,i,i
O=C(Nc1ccccc1N1CCN(C(=O)c2ccccc2)CC1)c1ccc2c(c1)OCO2,i,i
Cc1noc(NS(=O)(=O)c2ccc(N/C=C\C(=O)c3ccccc3)cc2)c1C,i,i
CCCCc1ccc(NC(=S)N2CCC(O)CC2)cc1,i,i
O=C1c2ccccc2C(Nc2ccccc2)N1c1cccnc1 (stereo unspecified),i,i
CCOC(=O)C1(Cc2ccccc2C(F)(F)F)CCN(Cc2ccon2)CC1,7*,i
CC(C)Oc1ccccc1C1NC(=O)CCC1[N+](=O)[O-] (stereo unspecified),i,i
Cc1sc2ncnc(N3CCC(C(=O)NNC(=O)c4ccc(Cl)cc4)CC3)c2c1C,i,i
Cc1ccc(OCC(=O)c2ccc3c(c2)CCCC3)cc1C,i,i
Cc1nn2c(-n3ccnc3)c3c(nc2c1-c1ccccc1)CCC3,i,i
Cc1ccc(CN2CCN(Cc3cnc(C)s3)CC2CCO)cc1 (stereo unspecified),i,i
CCC(C)c1c(O)nc(SCc2ccccc2)[nH]c1=O (stereo unspecified),i,i
COc1cc(/C=N/Nc2ccccc2)ccc1OC(=O)c1cccs1,i,i
Cc1cc(C(=O)NNC(=O)c2cccs2)nn1C(C)(C)C,i,i

# Compound activity (PubChem)
